GLA spleen mod: inhibits or activates alpha-galactosidase in human spleen homogenate | P06280 | human spleen homogenate, 4MU-alpha-Gal fluorescence, 40 min | Potency, µM (doses to about 80 µM), without a hit: at the top dose activity change, negative = inhibition, hits mostly inhibitors | 0.008% of 240,000 active;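 further: 0% = enzyme with vehicle and -100% = no enzyme basal signal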
Target sequence (P06280 32-429 limits assumed): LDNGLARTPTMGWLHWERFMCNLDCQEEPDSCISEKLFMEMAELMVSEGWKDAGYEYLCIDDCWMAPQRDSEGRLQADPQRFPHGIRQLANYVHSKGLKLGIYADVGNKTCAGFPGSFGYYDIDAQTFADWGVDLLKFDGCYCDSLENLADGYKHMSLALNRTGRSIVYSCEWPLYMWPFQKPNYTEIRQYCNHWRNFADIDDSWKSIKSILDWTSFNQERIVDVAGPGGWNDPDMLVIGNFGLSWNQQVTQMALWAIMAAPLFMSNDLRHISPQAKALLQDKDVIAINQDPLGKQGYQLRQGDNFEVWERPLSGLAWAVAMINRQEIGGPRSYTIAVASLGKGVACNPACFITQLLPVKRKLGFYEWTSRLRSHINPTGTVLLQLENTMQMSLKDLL
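Human spleen homogenate (1 ug) as enzyme source, 4-methylumbelliferyl-alpha-D-galactopyranoside 1 mM final, citrate/phosphate pH 5.0 with 0.01% Tween-20. Compounds 40 min at 37C, NaOH/glycine stop; fluorescence Ex 365/Em 440, Hill-fit AC50.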
Epigenetic reg: epigenetic control regulation, reporter derepression; Potency, µM (top dose mostly 53.9 µM), inactives show top-dose GFP activation, usual class: activators; murine LDR cells, GFP reporter derepression, 30 h; AID 1865; 0.2% of 280,000 active; further: % of control where 0% means no effect; nearly all actives have a fitted effect of over 60% in size
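GFP-positive cell count by laser-scanning cytometry (objects 20–120 um) after 30 h, 37 C compound exposure of murine LDR cells; reporter is CMV-GFP integrated at a silenced locus, inducible by HDAC or DNMT inhibitors.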
GAA glycogen mod: inhibitors or activators of human alpha-glucosidase glycogen cleavage; Potency, µM (titrated, usually from 76.4 µM), without a hit: at the top dose activity change, negative = inhibition, most hits filed as inhibitors; 0.38% of 300,000 active; P10253; AID 2100; recombinant GAA, glycogen substrate, Amplex Red glucose oxidase fluorescence;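 further: 0% = full enzyme reaction and -100% = no-enzyme basal signal; the screen sought inhibitors and activators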
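Recombinant enzyme (4 nM final) with compounds titrated up to 77 uM and bovine liver glycogen (30 ug) in citrate pH 5.0, 0.01% Tween-20, 37 C 40 min. Released glucose detected by Amplex Red/glucose oxidase (Ex 573/Em 610); AC50 from Hill fits.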
ALDH1A1 block: blocks purified human ALDH1A1 activity. Potency, µM (highest dose often 75.3 µM), without a hit: top-dose activity, negative = inhibition, hits mostly inhibitors. Purified ALDH1A1, NADH fluorescence, propionaldehyde substrate. P00352. 7.3% of 220,000 active. AID 1030; active means well fitted inhibition curve with a large enough effect, not every such curve was filed as active; inconclusive means small, poorly fitted or top-dose-only effect, or another doubt; inactive means no such curve, though single readings can be large or run the other way;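 further: plate controls were no enzyme wells and a reference inhibitor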
Tau fluor cs: counter-screen for tau fibril formation inhibitors; tau K18 P301L (four-repeat tau fragment) Alexa594 fluorescence, heparin fibrillization; Potency, µM (series often up to 57.7 µM), for inactives: top-dose activity change, negative = decrease; 0.93% of 280,000 active; further: on the % scale 0 is the no-effect control and ±100 the full control effect; nearly all actives have a fitted effect of over 55% in size
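Human K18 P301L tau (15 uM unlabeled plus 0.24 uM Alexa 594-labeled, final) in 100 mM sodium acetate pH 7 was mixed with compound and 20 uM heparin and incubated 6 hr at 37 C.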
NPSR antagonist: neuropeptide S receptor (human) antagonism, cAMP; CHO-NPSR cells, cAMP TR-FRET, antagonist mode; Q6W5P4; Potency, µM (doses to about 38.3 µM), without a hit: at the highest dose activity change, negative = inhibition, most hits filed as inhibitors; 1% of 220,000 active; further: on the % scale 0 is the no-effect control and ±100 the full control effect; nearly all actives have a fitted effect of over 50% in size; many of its hits are not listed in these tables
Target sequence (Q6W5P4 whole entry, looked up): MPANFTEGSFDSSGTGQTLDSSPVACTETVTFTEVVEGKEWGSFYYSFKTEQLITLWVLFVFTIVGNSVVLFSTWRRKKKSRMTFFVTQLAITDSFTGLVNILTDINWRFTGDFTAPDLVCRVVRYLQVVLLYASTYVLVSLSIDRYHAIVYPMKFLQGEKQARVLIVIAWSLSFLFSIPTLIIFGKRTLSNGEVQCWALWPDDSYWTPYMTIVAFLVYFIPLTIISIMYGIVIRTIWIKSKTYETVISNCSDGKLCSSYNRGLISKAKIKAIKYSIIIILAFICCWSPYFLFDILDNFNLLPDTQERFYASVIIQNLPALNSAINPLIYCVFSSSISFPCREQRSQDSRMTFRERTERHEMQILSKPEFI
GAA spleen mod: inhibitors or activators of human alpha-glucosidase in spleen homogenate | P10253 | human spleen homogenate, 4-MU-alpha-glucoside fluorescence | Potency, µM (titrated, usually from 79.9 µM), for the others: at the highest dose activity change, negative = inhibition, hits mostly inhibitors | 0.006% of 240,000 active;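 further: 0% = enzyme with vehicle and -100% = no enzyme basal signal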
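Human spleen homogenate (1 ug) with 4-methylumbelliferyl-alpha-D-glucopyranoside (1 mM final) in 50 mM citrate/phosphate pH 5.0, 0.01% Tween-20; 40 min at 37 C. Stopped at pH 10; 4-MU fluorescence Ex 365/Em 440 nm; AC50 by Hill fit.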
GAA inh: blocks human lysosomal alpha-glucosidase; P10253; purified human GAA, 4-MU-alpha-glucoside fluorescence; Potency, µM (top dose mostly 76.9 µM), for inactives: at the top dose activity change, negative = inhibition, usual class: inhibitors; 0.005% of 200,000 active; AID 1466;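 further: plate controls were uninhibited enzyme wells for no effect and no-enzyme background for full effect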
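qHTS format, compound range up to 77 uM. Human lysosomal enzyme at 4 nM, 400 uM 4-MU glucoside substrate, pH 5.0, 20 min room temperature; fluorescence after alkaline stop gives activity normalized to controls.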
Active calls of the source: *; u = inconclusive; x = not tested or not shown; & = joins results of further samples; [ ] = another dose, or the depositor's remark. Unless noted, the call rests on the fitted dose curve; in most records, active means well fitted curve in the direction sought with a large enough effect; inconclusive means small, poorly fitted or top-dose-only effect, or another doubt; inactive means no such curve, though single readings can be large; an effect the other way counts as inactive or inconclusive. Potency means the concentration at half of the fitted maximal effect. These rows are one share of the data; count on the stated rates, not on these rows.

mol	ALDH1A1 block	GAA spleen mod	GLA spleen mod	Tau fluor cs	GAA glycogen mod	NPSR antagonist	GAA inh	Epigenetic reg
O=C(NN1CCOCC1)NC12CC3CC(CC(C3)C1)C2	x	1.9%	-2.3%	6.0%	5.7%	29.2%	x	0.0%
Cc1cc(C(=O)OCC(=O)Nc2cccc(S(N)(=O)=O)c2)c2ccccc2n1	u	4.2%	-12.5%	-12.5%	2.1%	3.3%	-8.7%	0.0%
Cc1nc(Br)c(Br)c(C)c1Br	x	5.3%	12.1%	-2.4%	3.8%	10.8%	x	0.0%
COc1ccc(OC)c(S(=O)(=O)Nc2ccc(CC(=O)O)cc2)c1	1.3%	-6.9%	-3.6%	-3.9%	4.1%	-3.0%[46.1 µM]	10.4%	-1.1%
CCn1c(SCC(=O)OC)nc2sc3c(c2c1=O)CCC3	-11.8%	-22.2%	-5.1%	-13.3%	3.3%	-7.6%[46.1 µM]	-4.1%	-1.8%
CCCCCC(=O)N1CCN(CCN=CC2=C(O)CC(c3ccco3)CC2=O)CC1 (stereo unspecified)	u	2.9%	14.0%	-8.7%	9.0%	-11.1%[46.1 µM]	5.8%	-1.0%
COc1cccc(-c2nc3cc(C)ccc3o2)c1	u	-12.7%	u	-3.8%	-4.2%	11.5%[46.1 µM]	-2.9%	-2.4%
Cc1ccc(NC(=O)CCN2C(=O)OC(C)(C)C2(C)O)cc1 (stereo unspecified)	14.8%	0.4%	4.5%	-1.7%	-8.8%	15.0%	8.7%	-0.2%
O=C(O)C1=C[C@@H](c2csc3ccccc23)C[C@@H](OCCCCO)O1	1.3%	4.7%	-3.6%	4.2%	18.9%	-9.1%	x	0.8%
O=C(/C=C/c1ccco1)Nc1cccc(-c2nc3ccccc3[nH]2)c1	-10.0%	-3.3%	-0.4%	-4.2%	-3.7%	-26.0%[46.1 µM]	-11.9%	-0.2%
O=S(=O)(c1ccc(NCCc2c[nH]c3ccccc23)nc1)N1CCOCC1	-1.5%	-1.2%	1.2%	-11.9%	4.7%	-7.7%[46.1 µM]	-5.0%	0.2%
COc1ccc2c(CC(=O)OCC(=O)Nc3ccc(S(N)(=O)=O)cc3)coc2c1	x	-3.9%	1.8%	-8.8%	-10.5%	9.0%	x	-1.1%
COc1ccc(OC)c(NC(=O)Nc2nnc(N3CCC(C)CC3)s2)c1	-2.3%	-7.6%	-2.8%	u	-2.4%	-2.8%	-1.1%	6.9%
CC1CCc2c(sc(NC(=O)COC(=O)C3CCCO3)c2C#N)C1 (stereo unspecified)	-13.3%	3.3%	5.1%	-2.6%	3.2%	2.3%	-4.7%	-2.5%
CCOC(=O)c1c(C)[nH]c(C(=O)NNC(=O)c2ccccc2)c1C	1.5%	-15.1%	10.4%	-12.5%	-3.6%	-10.1%[46.1 µM]	9.5%	-2.1%
COc1ccc(C#CC2C=CC(OC(C)=O)C(COC(C)=O)O2)cc1 (stereo unspecified)	0.2%&-7.9%[13.5 µM]	1.5%&-11.5%[17.4 µM]	6.6%&-2.7%[17.5 µM]	-15.1%&-5.2%[11.6 µM]	x	x	x	2.3%&0.0%[10.1 µM]
Cc1ccc(Cn2c(CN3CCOCC3)nc3c2c(=O)[nH]c(=O)n3C)cc1	u	-4.4%	-1.3%	1.6%	-7.0%	-3.3%[46.1 µM]	-7.4%	0.1%
Cc1ccc(C(=O)Nc2ccccc2N2CCCCC2)cc1[N+](=O)[O-]	-5.2%	-7.6%	0.2%	-27.2%	2.0%	-56.1%	-1.1%	-0.6%
CCCC(C)NC(=O)c1cc(Cl)ccc1OC (stereo unspecified)	10.3%	6.5%	4.4%	-3.8%	3.4%	-15.2%[46.1 µM]	-6.4%	-0.7%
COc1cc(NC(=O)C(F)(F)F)cc(OC)c1	7.2%	3.3%	2.5%	-1.7%	-5.3%	0.6%[46.1 µM]	-0.4%	-0.9%
Cc1ccc(CN2CCN(Cc3cn[nH]c3-c3ccccc3)CC2CCO)o1 (stereo unspecified)	-2.0%	0.8%	0.4%	-1.5%	2.4%	-14.6%	-14.3%	3.2%
COc1ccc(C2C(C#N)=C(N)OC3=C2C(=O)CCC3)cc1Cn1nc(C)c([N+](=O)[O-])c1C (stereo unspecified)	-2.4%	-6.8%	4.9%	-17.5%	-2.1%	3.0%[46.1 µM]	-9.4%	2.4%
Cc1ccc(CNC(=O)C2CC(=O)N(C3CCCCCCC3)C2)cc1 (stereo unspecified)	u	-12.7%	-10.1%	-4.1%	0.3%	-7.5%[46.1 µM]	0.3%	1.2%
Cc1nc(CN2CCOCC2)cc(=O)[nH]1	3.6%	0.2%	1.2%	-9.3%	-0.1%	1.9%[46.1 µM]	3.7%	0.2%
Cn1cnc(S(=O)(=O)Nc2ccccc2C(=O)NCC2CC2)c1	x	-7.3%	-5.4%	7.8%	-0.3%	7.3%	x	0.3%
COc1ccc(C=C(c2nc3ccccc3s2)c2nc3ccccc3s2)cc1O	-4.4%	6.1%	-4.4%	u	-5.1%	-31.0%	-13.2%	-1.3%
CN(C)S(=O)(=O)c1cccc(NC(=O)COC(=O)c2cc(=O)[nH]c(=O)[nH]2)c1	9.9%	-6.9%	-6.2%	0.6%	21.8%	10.7%	11.0%	-0.9%
Cc1ccc(NC2CC(=O)N(CCc3ccccc3)C2=O)cc1 (stereo unspecified)	u	1.1%	-10.3%	5.6%	u	14.0%[46.1 µM]	-2.4%	0.7%
CSc1ccccc1-c1nnc(-c2ccccc2)o1	u	-7.2%	4.5%	-25.6%	-1.7%	-19.4%[46.1 µM]	-6.6%	-0.6%
O=c1oc(-c2cccs2)nc2ccccc12	u	1.5%	7.7%	5.0%	0.1%	3.8%[46.1 µM]	-14.2%	-1.0%
CC(=O)c1cccc(S(=O)(=O)N2CCN(c3ccccc3F)CC2)c1	u	-14.5%	-6.6%	-7.9%&-5.1%	-3.8%	-4.1%	-0.4%	-1.4%&-2.0%
O=C(CCl)Nc1cc(-c2ccccc2)nn1-c1ccccc1	1.26µM*	7.0%	8.6%	-11.6%	-8.8%	-25.1%[46.1 µM]	-4.7%	2.1%

Copied from the list.
Tau fluor cs result of COc1cccc(-c2nc3cc(C)ccc3o2)c1 = -3.8%
GAA spleen mod result of COc1ccc(OC)c(S(=O)(=O)Nc2ccc(CC(=O)O)cc2)c1 = -6.9%
Epigenetic reg result of COc1cc(NC(=O)C(F)(F)F)cc(OC)c1 = -0.9%

Following part
mol	ALDH1A1 block	GAA spleen mod	GLA spleen mod	Tau fluor cs	GAA glycogen mod	NPSR antagonist	GAA inh	Epigenetic reg
CCn1c(SCC(=O)Nc2nc(C)c(C)s2)nnc1-c1cccnc1	-1.9%	-5.5%	-2.4%	-7.0%	-4.7%	-5.1%[46.1 µM]	-5.1%	-9.2%
COCCn1c(=S)[nH]c2cc(C(=O)N3CCc4ccccc43)ccc2c1=O	u	-2.7%	-2.3%	-18.8%	0.2%	2.2%[46.1 µM]	-6.8%	-0.9%
CC(C(=O)Nc1ccc2nccnc2c1)N1C(=O)C2C3C=CC(C3)C2C1=O (stereo unspecified)	u	-6.4%	-2.7%	-5.9%	-1.9%	0.5%[46.1 µM]	-5.0%	-0.8%
O=C1CCCc2ccccc2N1Cc1ccc(Cl)cc1	3.2%	3.0%	0.5%	-7.6%	4.0%	-21.8%[46.1 µM]	0.1%	-1.1%
O=C(COC(=O)c1ccc(S(=O)(=O)N2CCOCC2)cc1)NC1CCCCCC1	-10.2%	0.0%	0.2%	-5.2%	-4.7%	-16.3%[46.1 µM]	-5.4%	0.0%
CCc1ccc(C(=O)CSc2n[nH]c(C)n2)cc1	11.2µM*	2.8%	-8.2%	7.5%	11.0%	9.3%[46.1 µM]	-4.9%	0.5%
CC(C)(C)c1ccc(S(=O)(=O)NCCc2ccncc2)cc1	u	-8.9%	-7.9%	-9.1%	5.8%	-10.2%[46.1 µM]	-3.3%	-1.0%
CCN1CCc2c(C#N)c(N3CCOCC3)nc(NCc3ccccc3)c2C1	u	1.1%	11.7%	-12.8%	5.9%	-6.8%[46.1 µM]	3.3%	-1.5%
CS(=O)(=O)N1CCC(C(=O)Nc2ccccc2)CC1	14.9%	-2.1%	-5.1%	-2.3%	0.0%	-1.2%[46.1 µM]	-1.1%	-1.0%
O=C(COc1ccccc1)NNC(=O)c1cccs1	2.5%	-4.2%	-2.9%	5.3%	13.0%	10.2%	-4.1%	0.0%
CC1CCCCN1C(=O)NC12CC3CC(CC(C3)C1)C2 (stereo unspecified)	u	0.7%	0.4%	1.1%	8.0%	2.5%[46.1 µM]	-1.5%	-1.4%
CCOc1ccc(C(=O)Nc2ccc(N3CCCC3)cc2)cc1	u	-6.5%	-22.8%	u	-2.0%	-11.4%[46.1 µM]	-5.6%	0.0%
CC1(C)OC2C(CO)OC(n3cnc4c(=O)[nH]cnc43)C2O1 (stereo unspecified)	7.4%	-0.4%	2.8%	-6.4%	x	x	x	-1.7%
Fc1ccc(N2CCN(Cc3ccccn3)CC2)cc1	u	-6.2%	-4.4%	-4.0%	3.1%	9.3%	6.3%	2.6%

Random excerpt: 3 records from the list
mol	ALDH1A1 block	GAA spleen mod	GLA spleen mod	Tau fluor cs	GAA glycogen mod	NPSR antagonist	GAA inh	Epigenetic reg
Fc1ccc(N2CCN(Cc3ccccn3)CC2)cc1	u	-6.2%	-4.4%	-4.0%	3.1%	9.3%	6.3%	2.6%
CCOc1ccc(C(=O)Nc2ccc(N3CCCC3)cc2)cc1	u	-6.5%	-22.8%	u	-2.0%	-11.4%[46.1 µM]	-5.6%	0.0%
CC1CCCCN1C(=O)NC12CC3CC(CC(C3)C1)C2 (stereo unspecified)	u	0.7%	0.4%	1.1%	8.0%	2.5%[46.1 µM]	-1.5%	-1.4%

Screening data deposited in PubChem BioAssay by National Center for Advancing Translational Sciences (NCATS).
